TRPC6 inhibitor: blocks the mouse TRPC6 cation channel. B-score at 10 µM. HEK293-TRPC6, membrane potential dye, ACh-evoked depolarization; stronger effect = lower value. 1.1% of 310,000 active. Q61143;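 active = B-score under library mean minus 3 SD, initial fluorescence not abnormally high, positive integrated signal ratio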;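 note: B-score derived from integrated fluorescence ratio over the kinetic read; more negative B-score means stronger inhibition of depolarization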
MrgX1 antag: antagonists of human MrgX1 receptor. MRGX1-HEK293 calcium flux, Fluo-4, BAM8-22 antagonism; stronger effect = lower value. B-score at 10 µM. 1.3% of 310,000 active;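 active = calcium-response B-score plate-corrected more than 3 library SD below zero, starting fluorescence within 5 deviations, no agonist response on first addition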;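 note: peak minus trough fluorescence over baseline after final BAM8-22 challenge near maximal dose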
TRPC6 activator: mouse TRPC6 channel activation; HEK293-TRPC6 membrane potential dye fluorescence; stronger effect = higher value; B-score at 10 µM; 0.13% of 310,000 active; AID 2550;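 active = B-score of the integrated fluorescence ratio above library mean plus 3 SD, and starting fluorescence ratio within library mean plus 5 SD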;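 note: higher score means more depolarization so channel activation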
TRPC4 potent: allosteric potentiators of mouse TRPC4 channel | Q9QUQ5 | HEK293 TRPC4beta/mu-opioid, DAMGO EC20, Fluo-4 Ca2+ flux; stronger effect = higher value | B-score at 10 µM | 0.42% of 310,000 active | AID 2227;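 active = B-score of calcium response area above 5 SD of library B-scores, with initial fluorescence ratio within 5 SD of library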;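 note: B-score of integrated fluorescence ratio over time as area under calcium response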
Target sequence (Q9QUQ5 whole entry, looked up): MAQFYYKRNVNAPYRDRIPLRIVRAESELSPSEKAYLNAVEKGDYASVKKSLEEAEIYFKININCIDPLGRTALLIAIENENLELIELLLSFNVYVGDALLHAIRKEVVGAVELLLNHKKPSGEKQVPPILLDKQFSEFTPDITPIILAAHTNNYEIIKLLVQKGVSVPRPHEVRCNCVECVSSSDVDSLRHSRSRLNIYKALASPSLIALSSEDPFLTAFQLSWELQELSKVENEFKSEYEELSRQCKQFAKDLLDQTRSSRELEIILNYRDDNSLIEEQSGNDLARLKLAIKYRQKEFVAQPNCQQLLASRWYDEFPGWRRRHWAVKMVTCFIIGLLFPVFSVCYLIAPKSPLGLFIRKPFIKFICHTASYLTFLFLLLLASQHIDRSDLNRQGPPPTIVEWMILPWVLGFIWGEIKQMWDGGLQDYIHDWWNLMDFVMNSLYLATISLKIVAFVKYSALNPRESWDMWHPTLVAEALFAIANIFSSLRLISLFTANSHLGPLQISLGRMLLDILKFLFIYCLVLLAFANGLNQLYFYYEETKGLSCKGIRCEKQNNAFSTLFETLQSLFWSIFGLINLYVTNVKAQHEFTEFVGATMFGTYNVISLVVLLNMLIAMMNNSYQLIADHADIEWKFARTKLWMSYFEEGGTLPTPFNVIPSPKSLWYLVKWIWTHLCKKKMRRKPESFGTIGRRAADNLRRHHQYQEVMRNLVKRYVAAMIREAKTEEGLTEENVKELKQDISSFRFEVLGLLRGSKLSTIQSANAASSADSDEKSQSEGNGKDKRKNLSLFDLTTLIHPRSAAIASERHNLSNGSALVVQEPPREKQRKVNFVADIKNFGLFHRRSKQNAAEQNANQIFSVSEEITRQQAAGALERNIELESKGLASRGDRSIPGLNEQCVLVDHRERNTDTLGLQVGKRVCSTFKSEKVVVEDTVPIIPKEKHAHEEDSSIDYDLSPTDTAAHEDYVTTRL
RGS4 inh: inhibitors of human RGS4; P49798; HEK293 M3R/RGS4 inducible, Fluo-4 calcium flux; stronger effect = higher value; triggered by carbachol at its EC20; 0.45% of 310,000 active; AID 463165; B-score at 10 µM;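 active = B-score, a plate-corrected calcium signal, over three deviations above library mean, with baseline fluorescence within five deviations of library mean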;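 note: RGS4 expression induced by doxycycline in cells with stable M3 receptor; B-score is computed from the integrated fluorescence ratio over baseline after carbachol; higher B-score means a larger calcium signal and so more RGS4 inhibition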
TMEM16A act: activates or potentiates the mouse TMEM16A chloride channel | AID 623877 | Q8BHY3 | 0.3% of 340,000 active | HEK293 TMEM16A/YFP-H148Q/I152L, iodide quench fluorescence; stronger effect = lower value | B-score at 10 µM;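 active = fluorescence-ratio B-score plate-corrected deviation score at least 3 library SD below zero, with starting fluorescence score within 5 deviations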;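 note: channel opened by trigger with iodide after compound preincubation; score built on the fluorescence ratio of max minus min over baseline; more negative score means more quench and so TMEM16A activation or potentiation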
TMEM16A inh: blocks the mouse calcium-activated chloride channel TMEM16A; 1.2% of 310,000 active; normalized B-score (activity score, 25-100; higher = stronger inhibition) at 10 µM; HEK293 TMEM16A/YFP iodide influx fluorescence, ionomycin; Q8BHY3;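 active = ratio plate-corrected score three or more library SD toward inhibition, starting fluorescence score within five deviations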;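 note: score derived from kinetic fluorescence span divided by baseline fluorescence per well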
MrgX1 allo act: human MrgX1 positive allosteric modulation, primary screen; B-score at 10 µM; Q96LB2; 0.63% of 310,000 active; MrgX1-HEK293, Fluo-4 calcium flux, FDSS; stronger effect = higher value;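 active = plate-corrected calcium response at least 3 library SD above typical, normal starting fluorescence, not activating the receptor alone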;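 note: compound read alongside a low EC10 to EC30 dose of BAM8-22 agonist; peak minus trough fluorescence over baseline measured at the second addition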
TRPC4 block: TRPC4 (mouse) channel inhibition; HEK293 TRPC4beta/mu-opioid, DAMGO-evoked Fluo4 calcium flux; stronger effect = lower value; AID 2247; 0.39% of 300,000 active; B-score at 10 µM; Q9QUQ5;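 active = B-score over 3 SD under the library average, no early fluorescence shift, positive overall ratio signal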
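material = TRPC4beta/mu-opioid receptor HEK293 cell line | probe or stimulus = sequential submaximal and maximal DAMGO stimulation | compound dosing = one concentration per compound | measured by = Fluo4 Ca2+ flux fluorescence | evaluation = integrated fluorescence ratio relative to baseline, converted to per-well B score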
TRPC4 act: TRPC4 (mouse) channel activation; HEK293 TRPC4beta/mu-opioid, Fluo4 calcium fluorescence; stronger effect = higher value; B-score at 10 µM; 0.49% of 310,000 active;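 active = B-score above 5 SD of library B-scores, and initial fluorescence ratio not above library mean plus 5 SD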;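 note: positive B-score marks a calcium rise read as TRPC4 activation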
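system = HEK293 cells stably co-expressing mouse TRPC4beta and mu-opioid receptor | schedule = Fluo4 dye loading 45 min at room temperature, 110 s recording | measure = B-scored integrated calcium fluorescence ratio | signal = Fluo4 calcium-sensitive dye fluorescence, kinetic, 1 Hz baseline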
MrgX1 ag: human MrgX1 receptor agonism, primary screen | Q96LB2 | MrgX1-HEK293 cells, Fluo-4 calcium fluorescence, agonist mode; stronger effect = higher value | B-score at 10 µM | 0.44% of 310,000 active;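 active = calcium response B-score plate-corrected fluorescence ratio at least 3 library SD, with starting fluorescence B-score inside 5 SD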
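Material – MrgX1-expressing HEK293 cells · Input – 15,000 cells seeded per well · Dosing – compound as first of three additions · Times – overnight seeding, then 1 h dark dye loading · Measured by – kinetic Fluo-4 NW fluorescence of intracellular calcium · Read-out – B-scored fluorescence response ratio · Benchmarks – positive and negative control wells on each plate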
* hit, by the source's call; i = inactive; . = no result given. Hits appear at their usual frequency; any-hit rate near 5.8%.

SMILES | TRPC6 inhibitor | MrgX1 antag | TRPC6 activator | TRPC4 potent | RGS4 inh | TMEM16A act | TMEM16A inh | MrgX1 allo act | TRPC4 block | TRPC4 act | MrgX1 ag
COC(=O)c1ccc(COc2ncnc3c(Cl)cc(Cl)cc23)o1 | i | i | i | i | i | i | i | i | i | i | i
CC1CCN(CC(=O)Nc2ccc(S(=O)(=O)N3C(C)CCCC3C)cc2)CC1 (configuration not stated) | i | i | i | i | i | i | i | i | i | i | i
CCOCc1nnc(NC(=O)c2cc(Cl)ccc2OC)s1 | i | i | i | i | i | i | i | i | i | i | i
Cc1ccccc1NC(=O)/C(C#N)=C/c1ccccc1C(F)(F)F | i | i | i | i | i | i | i | i | i | i | i
CC(=O)c1cccc(NC(=O)C2=CC(c3ccc4c(c3)OCO4)=NS(=O)(=O)N2C)c1 | i | i | i | i | i | i | i | i | i | i | i
Cc1onc(-c2c(F)cccc2Cl)c1C(=O)N1CCN(c2ncccn2)CC1 | i | i | i | i | i | i | i | i | i | i | i
CCn1c(-c2cc3ccccc3cc2O)n[nH]c1=S | i | i | i | i | i | i | i | i | i | i | i
Cn1cc(-c2ccno2)c(C(=O)O)n1 | i | i | i | i | i | i | i | i | i | i | i
Cc1cc2nccc(-c3ccc(Cl)cc3Cl)n2n1 | i | i | i | i | i | i | i | i | i | i | i
CCCCC(=Nc1ccc(N)cc1)C1=C(O)C(C(=O)OC)C(C)(C)CC1=O (configuration not stated) | i | i | i | i | i | i | i | i | i | i | i
C=CCOc1ccc(/C=N/NC(=O)C2CCCC2)cc1OCC | i | i | i | i | i | i | i | i | i | i | i
O=C(c1cccc(S(=O)(=O)NCc2ccccc2)c1)N1CCCC(C(F)(F)F)C1 (configuration not stated) | i | i | i | i | i | i | i | i | i | i | i
CCCc1nc(SCC(=O)Nc2ccc(S(=O)(=O)N(C)C)cc2)c2ccccc2n1 | i | i | i | i | i | i | i | i | i | i | i
CCOC(=O)C1C(=O)NC(N2CCN(c3ccccc3)CC2)=NC1c1ccccc1 (configuration not stated) | i | i | i | i | i | i | i | i | i | i | i
CC(C)(C)C(=O)NC(Nc1cccc2cccnc12)C(Cl)(Cl)Cl (configuration not stated) | i | i | i | i | i | i | i | i | i | i | i
Cc1ccc(OC2CCN(C(=O)C3CCC(=O)N(C4CC4)C3)CC2)cc1 (configuration not stated) | i | i | i | i | i | i | i | i | i | i | i
CC(NC(=O)c1ccc(OC2CCN(Cc3ccccn3)CC2)cc1)c1nccs1 (configuration not stated) | i | i | i | i | i | i | i | i | i | i | i
O=S(=O)(Nc1ccc2ccccc2n1)c1ccccc1 | i | i | i | i | i | i | i | i | i | i | i
CCOc1ccc(C(CC(=O)O)n2cnnn2)cc1OC (configuration not stated) | i | i | i | i | i | i | i | i | i | i | i
COc1ccc(-c2c(C)n([O-])c(C)c(C)[n+]2=O)cc1OC | i | i | i | i | i | i | i | i | i | i | i
O=C(CC(NC(=O)c1ccccc1Cl)c1ccccc1)NCCc1ccc(Cl)cc1 (configuration not stated) | i | i | i | i | i | i | i | i | i | i | i
Cc1ccc(C(=O)N/C(=C\c2ccccc2F)c2nc(=S)[nH][nH]2)cc1 | i | i | i | i | i | i | i | i | i | i | i
Cc1ccc(S(=O)(=O)N/N=C/c2ccc(OC3CSC3)cc2)cc1 | i | i | i | i | i | i | i | i | i | i | i
CCOC(=O)c1c(N)c(C#N)c2n1CCCCC2 | i | i | i | i | i | i | i | i | i | i | i
COc1ccc(Cl)cc1-n1c(C)cc(C(=O)OCC(=O)N2CC(=O)Nc3ccccc32)c1C | i | i | i | i | i | i | i | i | i | i | i
COc1cc(Cl)c(C)cc1NC(=O)CSc1nnc(-c2ccccn2)n1Cc1ccco1 | i | i | i | i | i | i | i | i | i | i | i
O=C(Nc1nnc(S(=O)(=O)N2CCCCCC2)s1)c1ccccc1 | i | i | i | i | i | i | i | i | i | i | i
COCCOC(=O)C1=C(C)NC(SCC(=O)NC(C)(C)C)=C(C#N)C1c1ccco1 (configuration not stated) | i | . | i | i | i | i | . | . | i | i | .
CCn1c2ccccc2c2cc(NC(=O)c3cccc([N+](=O)[O-])c3)ccc21 | i | i | i | i | i | i | i | i | i | i | i
Clc1cccc(Cl)c1C1=NOC(c2nnc(-c3ccccc3)o2)C1 (configuration not stated) | i | i | i | i | i | i | i | i | i | i | i
CCN(CC)C1=CC2=CC(=C(C#N)C#N)CCC2CC1 (configuration not stated) | i | i | i | i | i | i | i | i | i | i | i
CCOc1ccc2ccccc2c1C1NC(=S)N(C)C(C)=C1C(=O)OC (configuration not stated) | i | i | i | i | i | i | i | i | i | i | i
O=C(NCc1cccnc1)c1cc2ccccc2oc1=O | i | i | i | i | i | i | i | i | i | i | i
O=C(Cc1cccs1)Nc1ccc(NC(=O)c2ccco2)cc1 | i | i | i | i | i | i | i | i | i | i | i
COc1ccc(CCNC(=O)C(=O)NCCOc2ccccc2)cc1OC | i | i | i | i | i | i | i | i | i | i | i
COc1ccccc1NC(=O)Cn1c(C)cc(=O)c2cccc(OC)c21 | i | i | i | i | i | i | i | i | i | i | i
CC1CCc2ccccc2N1C(=N)N(C)C (configuration not stated) | i | i | i | i | i | i | i | i | i | i | i
CC(C)CCNC(=O)CN(C(=O)CCC(=O)Nc1ccccn1)c1ccc2c(c1)OCCO2 | i | i | i | i | i | i | i | i | i | i | i
CCOC(=O)c1sc(NC(=O)Nc2ccccc2F)nc1C | i | i | i | i | i | i | i | i | i | i | i
CC1CCCN(c2nc3nonc3nc2N2CCCC(C)C2)C1 (configuration not stated) | i | i | i | i | i | i | i | i | i | i | i
COc1ccc(-c2nnc(SCC(=O)NCc3ccco3)n2C)cc1 | i | i | i | i | i | i | i | i | i | i | i
O=C(NC(C(=O)c1ccccc1)N1CCOCC1)c1cccs1 (configuration not stated) | i | i | i | i | i | i | i | i | i | i | i
O=C(NCCC1=CCCCC1)c1cnc2n(c1=O)CCS2 | i | i | i | i | i | i | i | i | i | i | i
Cc1csc(CN(C)C(=O)CC2C(=O)NCCN2Cc2ccc(F)c(F)c2)n1 (configuration not stated) | i | i | i | i | i | i | i | i | i | i | i
COc1ccc(C(=O)Nn2c(CCC(=O)O)ccc2-c2ccc(C)cc2)cc1OC | i | i | i | i | i | i | i | i | i | i | i

Profiles, looked up by structure. Screens in order: TRPC6 inhibitor	MrgX1 antag	TRPC6 activator	TRPC4 potent	RGS4 inh	TMEM16A act	TMEM16A inh	MrgX1 allo act	TRPC4 block	TRPC4 act	MrgX1 ag
CC1CCc2ccccc2N1C(=N)N(C)C (configuration not stated) in the list: i	i	i	i	i	i	i	i	i	i	i
CC1CCCN(c2nc3nonc3nc2N2CCCC(C)C2)C1 (configuration not stated) in the list: i	i	i	i	i	i	i	i	i	i	i

(continued)
SMILES | TRPC6 inhibitor | MrgX1 antag | TRPC6 activator | TRPC4 potent | RGS4 inh | TMEM16A act | TMEM16A inh | MrgX1 allo act | TRPC4 block | TRPC4 act | MrgX1 ag
N/C(COc1ccc(Cl)cc1)=N\NS(=O)(=O)c1ccccc1 | i | i | i | i | i | i | i | i | i | i | i
COc1ccc(C(=O)N2CCOC2CNC(=O)C(=O)NCc2ccccc2Cl)cc1 (configuration not stated) | i | i | i | i | i | i | i | i | i | i | i
COc1ccc(N/C(N)=N/c2nc(CSc3ccc(Cl)cc3)cc(=O)[nH]2)cc1 | i | i | i | i | i | i | i | i | i | i | i
Cc1ccc(C)c2nc(N3CCCC3)c(C#N)cc12 | i | i | i | i | i | i | i | i | i | i | i
Cc1ccc(C(=O)Nc2ccc3c(c2)CCC3)o1 | i | i | i | i | i | i | i | i | i | i | i
COC(=O)CCCCCC(CCC(=O)OC)NC(C)=O (configuration not stated) | i | i | i | i | i | i | i | i | i | i | i
CCCCNc1nc(=S)n(-c2ccccc2)c(C)c1C(C)=O | i | i | i | i | i | i | i | i | i | i | i
CC(C)CNS(=O)(=O)c1ccc2c(c1)OCCO2 | i | i | i | i | i | i | i | i | i | i | i
CCNC(=O)[C@@H]1CCCN1C(=O)[C@H](CCCN=C(N)N)NC(=O)[C@H](CC(C)C)NC(=O)[C@@H](CC(C)C)NC(=O)[C@H](Cc1ccc(O)cc1)NC(=O)[C@H](CO)NC(=O)[C@H](Cc1c[nH]c2ccccc12)NC(=O)[C@H](Cc1cnc[nH]1)NC(=O)[C@@H]1CCC(=O)N1 | i | . | i | i | i | . | . | . | i | i | .
CCCCn1c(-c2ccsc2)nc2c1c(=O)[nH]c(=O)n2CCC | i | i | i | i | i | i | i | i | i | i | i
CC(C)n1c(C(F)(F)F)nc2cc(C(=O)N3CCOCC3)ccc21 | i | i | i | i | i | i | i | i | i | i | i
O=C(CCCC(=O)OCC(Cl)=C(Cl)Cl)Nc1cccc(F)c1 | i | i | i | i | i | i | i | i | i | i | i
Cn1c(C(=O)N2CCC(C(=O)NCc3ccccc3)CC2)cc2sccc21 | i | i | i | i | i | i | i | i | i | i | i
N#CC1=C(N)Oc2cc(O)c(Cl)cc2C1c1cccnc1 (configuration not stated) | i | i | i | i | i | -5.22* | i | i | i | i | i
CC(C)(C)C1CCc2c(C(=O)N/N=C/c3cccs3)csc2C1 (configuration not stated) | i | i | i | i | i | i | i | i | i | i | i
CCc1ccc(N2C(=O)C3CCCN3C2=S)cc1 (configuration not stated) | i | i | i | i | i | i | i | i | i | i | i
CCOc1ccc(S(=O)(=O)N2CCCC(C(=O)N3CCCC3)C2)cc1 (configuration not stated) | i | i | i | i | i | i | i | i | i | i | i
Brc1ccc(CNCCCSc2ncccn2)cc1 | i | i | i | i | i | i | i | i | i | i | i
COc1ccc(C(C)NC(=O)Cc2cccs2)cc1OC (configuration not stated) | i | i | i | i | i | i | i | i | i | i | i
CN1C(=O)C(c2nnc(Nc3cccc4ccccc34)s2)C2CC1(C)Oc1ccccc12 (configuration not stated) | . | i | . | . | . | i | i | i | . | . | i
CCOC(=O)/C(C#N)=C1\C=CN(C)C(C)=N1 | i | i | i | i | i | i | i | i | i | i | i
